Assay outcomes: PubChem, The Scripps Research Institute Molecular Screening Center
IDE act: boosts human insulin-degrading enzyme activity in HEK cells; actives 0.073% (n = 340,000); FAbeta-B cleavage, fluorescence polarization; 0% vehicle, 100% cell-free pure enzyme wells; activation, % at 5.96 µM; P14735; AID 493087;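 active means activation above the mean of all tested compounds plus 3 SD, set per screening campaign, cut at about 17% in these data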
Target sequence (P14735 whole entry, looked up): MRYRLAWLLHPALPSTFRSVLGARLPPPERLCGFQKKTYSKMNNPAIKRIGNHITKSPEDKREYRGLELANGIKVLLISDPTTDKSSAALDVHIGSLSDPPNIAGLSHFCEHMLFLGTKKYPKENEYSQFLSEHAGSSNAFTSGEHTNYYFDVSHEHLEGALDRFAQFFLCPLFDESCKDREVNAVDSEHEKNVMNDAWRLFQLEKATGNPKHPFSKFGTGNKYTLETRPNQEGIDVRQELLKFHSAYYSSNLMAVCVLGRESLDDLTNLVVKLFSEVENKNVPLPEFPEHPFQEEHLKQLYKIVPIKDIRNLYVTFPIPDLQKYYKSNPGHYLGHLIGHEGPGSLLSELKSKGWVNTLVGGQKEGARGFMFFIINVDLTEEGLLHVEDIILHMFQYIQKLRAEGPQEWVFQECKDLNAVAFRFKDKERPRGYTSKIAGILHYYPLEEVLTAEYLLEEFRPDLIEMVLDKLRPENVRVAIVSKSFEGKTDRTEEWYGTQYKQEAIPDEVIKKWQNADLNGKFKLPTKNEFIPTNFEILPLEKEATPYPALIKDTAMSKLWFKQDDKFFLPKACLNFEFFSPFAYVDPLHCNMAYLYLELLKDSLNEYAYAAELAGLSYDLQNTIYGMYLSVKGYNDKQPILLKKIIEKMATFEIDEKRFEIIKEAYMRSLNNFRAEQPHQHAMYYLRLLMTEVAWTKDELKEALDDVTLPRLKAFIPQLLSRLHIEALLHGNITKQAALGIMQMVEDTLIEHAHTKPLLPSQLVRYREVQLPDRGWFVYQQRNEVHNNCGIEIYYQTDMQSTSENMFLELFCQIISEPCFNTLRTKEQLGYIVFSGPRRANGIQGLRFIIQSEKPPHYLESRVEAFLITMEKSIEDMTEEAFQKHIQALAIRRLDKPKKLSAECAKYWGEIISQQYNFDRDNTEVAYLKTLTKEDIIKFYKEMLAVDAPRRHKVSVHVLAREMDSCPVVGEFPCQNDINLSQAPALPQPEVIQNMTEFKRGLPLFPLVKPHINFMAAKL
IDE inh: inhibitors of human insulin-degrading enzyme in cells; P14735; HEK cells, FAbetaB cleavage, fluorescence polarization; inhibition, % at 5.59 µM; actives 0.41% (n = 320,000); AID 434962;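 active means percent inhibition above the average of all tested compounds plus 3 SD, set per screening campaign, cut at about 16% in these data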;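 further: IDE supplied by intact live HEK cells; FP after avidin binding of uncleaved biotin substrate so inhibition keeps polarization high; 0% = DMSO wells and 100% = 60 µM reference IDE inhibitor Ii1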
* marks the source's active call; other numbers are inactive results.

SMILES	IDE act	IDE inh
COc1cccc(/C=N/NC(=O)CN(C)S(=O)(=O)c2ccccc2)c1OC	4	-1
O=C(NC1CCCCC1)c1cccc2c1C(=O)c1ccc(N3CCC(Cc4ccccc4)CC3)cc1S2(=O)=O	-8	6
CC(=O)Nc1ccc(Oc2nc(-c3cccnc3)nc3sc4c(c23)CCCC4)cc1	0	7
CCOC(=O)N1CCN(C(=O)c2cccc(S(=O)(=O)Nc3ccc(OC)cc3)c2)CC1	-1	2
COc1ccc(NC(=O)CSCC(=O)Nc2ccc(C)c(S(=O)(=O)N3CCCCCC3)c2)cc1	0	-5
C[C@H](CO)N1C[C@H](C)[C@@H](CN(C)S(=O)(=O)c2ccccc2)Oc2c(NC(=O)Nc3ccccc3)cccc2C1=O	2	3
COc1cc(S(C)=O)ccc1-c1nc2ncccc2[nH]1 (stereo unspecified)	1	8
Cc1c(NC(=O)COC(=O)Cn2cc(C(F)(F)F)ccc2=O)cccc1[N+](=O)[O-]	-4	0
Cc1cc(NC(=O)C(C)SCC(=O)Nc2cc(C(F)(F)F)ccc2N2CCOCC2)no1 (stereo unspecified)	4	7
CCC/C=C1/CCCOC(C(=O)NCc2ccccn2)(C(F)(F)F)C1 (stereo unspecified)	-3	0
COc1ccc(C(=O)c2c3ccc([N+](=O)[O-])cc3[n+]([O-])n2CCCN)cc1	1	-3
CCN(CC(=O)NCc1ccc(Cl)cc1)C(=O)CSCC(=O)Nc1ccc(OC)cc1	2	1
Cc1ccc(C)c(NC(=O)C2CCCC2)c1	-4	-1
O=C(COC(=O)CNC(=O)c1ccco1)Nc1ncc(Cl)cc1Cl	0	0
Cc1ccc(S(=O)(=O)N(C)C)cc1NC(=O)COC(=O)/C=C/c1cccs1	-3	-1
Cc1cc(C)cc(NC(=O)COC(=O)COc2ccc(N(C)S(=O)(=O)c3cccs3)cc2)c1	1	1
Cc1cc(C)cc(N)c1	8	2
CC(=O)NC(CC(=O)OCC(=O)c1c(N)n(CC(C)C)c(=O)n(C)c1=O)c1ccccc1 (stereo unspecified)	-1	-2
O=C(CCC(=O)c1ccc(Cl)cc1)OCn1nnc2ccccc2c1=O	4	5
CCC(CO)Oc1cc(NCc2ccccc2Cl)c2ncn(C(C)C)c2c1 (stereo unspecified)	4	5
Cc1ccc(N2CC(C(=O)Nc3cc(C(F)(F)F)ccc3N3CCCC3)CC2=O)cc1 (stereo unspecified)	9	2
CCCn1c(N)c(C(=O)CSc2nc3ncc(Cl)cc3[nH]2)c(=O)n(C)c1=O	3	-5
CCOc1ccc(S(=O)(=O)NCCC(=O)NCCOc2ccccc2OC)cc1	-5	4
CCN1C(N(C)C)=NC[C@@H]1Cc1ccccc1	3	6

Pulled by structure from the entries so far, 2 records:
SMILES	IDE act	IDE inh
CCC/C=C1/CCCOC(C(=O)NCc2ccccn2)(C(F)(F)F)C1 (stereo unspecified)	-3	0
COc1cc(S(C)=O)ccc1-c1nc2ncccc2[nH]1 (stereo unspecified)	1	8

Following part.
SMILES	IDE act	IDE inh
O=C(O)c1cc2c(cc1NC(=O)C1CCCC1)OCCO2	2	6
COc1ccc(-c2nnc(NC(=O)CS(=O)(=O)c3ccc(F)cc3)o2)c(OC)c1	-7	9
CC1CCCCC1NC(=O)c1cc(S(=O)(=O)N2CCOCC2)ccc1Cl (stereo unspecified)	2	-3
CC(Oc1ccccc1)C(=O)N1CCN(c2ncccn2)CC1 (stereo unspecified)	1	5
COc1ccc(S(=O)(=O)N2CCN(C(=O)CCOc3ccccc3)CC2)cc1OC	4	-2
O=C(NCCS(=O)(=O)NCc1ccc(F)cc1)c1ccccc1	4	-2
COc1ccccc1N1CC(C(=O)NCCN2C(=O)S/C(=C\c3cccnc3)C2=O)CC1=O (stereo unspecified)	-2	-3
CC(NC(=O)CN(C)CC(=O)Nc1ccc(Cl)cc1)c1ccc(F)cc1 (stereo unspecified)	2	3
CC1(C)Nc2ccccc2C(=O)N1c1ccc(Br)cc1	-2	1
CCCN(C(=O)/C=C/c1nc2ccccc2s1)C1CCS(=O)(=O)C1 (stereo unspecified)	5	5
CC1CCCCC1NC(=O)COC(=O)Cc1ccc(Cl)cc1 (stereo unspecified)	-2	8
CCCCn1nc(C(=O)Nc2cc(C(F)(F)F)ccc2N2CCOCC2)ccc1=O	-1	4
CC(=O)c1ccc(-c2ccc(C(=O)Nc3nc(-c4ccccn4)cs3)o2)cc1	-2	4
O=C(COC(=O)c1ccc[nH]c1=O)Nc1ccc(N2CCCCC2)cc1	6	-5
COc1ccc(-c2ccc3c(c2)c(C#Cc2ccsc2)c(-c2cc(OC)cc(OC)c2)n3C)cc1	3	-2
O=C(CN1C(=O)COc2ccc(Cl)cc21)Nc1nccs1	1	-2
COc1cc(/C=C/C(=O)OCC(=O)Nc2cc(S(=O)(=O)N3CCCC3)ccc2Cl)cc(OC)c1OC	0	6
O=C(OCC(=O)N1CCCCCC1)c1ccc(Br)c(S(=O)(=O)N2CCOCC2)c1	1	1
CC(C)C[C@@H](C)C(=O)N(Cc1ccccc1)c1ccccc1	-1	3
O=C(NC1CCSc2ccccc21)c1cc(S(=O)(=O)N2CCOCC2)ccc1Cl (stereo unspecified)	3	-2
Cc1cccc(C)c1NC(=O)CN(C)C(=O)[C@H](C)NC(=O)c1ccco1	4	2
CN(CC(=O)NCC1CCCCC1)CC(=O)Nc1ccccc1Br	1	1
CCN(C(=O)CN1CCCCCC1)c1c(N)n(Cc2ccccc2)c(=O)[nH]c1=O	3	3
Cc1ccc2nc(SCC(=O)Nc3cccnc3Cl)[nH]c2c1	-4	-3
CCN(CCS(=O)(=O)c1ccc(Cl)cc1)Cc1nc2ccccc2c(=O)[nH]1	2	8
CCc1nnc(NC(=O)c2cc(-c3ccc(C)o3)nc3ccccc23)s1	1	2
Cc1cc(C(=O)OCC(=O)NCc2ccc(F)cc2)c2ccccc2n1	0	4
CCCCn1c(N)c(N(CC)C(=O)c2cccc(S(=O)(=O)N3CCCc4ccccc43)c2)c(=O)[nH]c1=O	0	1
COc1ccc(C(CNC(=O)c2cccc(NS(=O)(=O)c3ccc(C)c(F)c3)c2)N2CCOCC2)cc1 (stereo unspecified)	2	2
Cc1nnc(SC(C)C(=O)Nc2ccc3ccccc3c2)n1C (stereo unspecified)	3	-4
COc1ccc(NC(=O)COC(=O)COc2cccc3c2OC(C)(C)C3)cc1	1	-8
Cc1cc(C)c(OCC(=O)OCC(=O)N2CCCc3ccccc32)c(C)c1	5	-3
O=C(C[C@@H]1C/C=C\C[C@@H](Cc2ccc(F)cc2)C(=O)OC[C@@H]2CCCN2C1=O)NCCO	2	-1
CC(OC(=O)CSc1ccc([N+](=O)[O-])cc1)C(=O)NCc1ccco1 (stereo unspecified)	1	5
CCOc1cc(/C=C/C(=O)OCC(=O)NCc2ccco2)cc(Cl)c1OC	2	3
O=C(NN=Cc1cc(Br)c(O)c(Br)c1)c1ccccc1NS(=O)(=O)c1cccs1	2	0

A section from the list above:
SMILES	IDE act	IDE inh
COc1cccc(/C=N/NC(=O)CN(C)S(=O)(=O)c2ccccc2)c1OC	4	-1
O=C(NC1CCCCC1)c1cccc2c1C(=O)c1ccc(N3CCC(Cc4ccccc4)CC3)cc1S2(=O)=O	-8	6
CC(=O)Nc1ccc(Oc2nc(-c3cccnc3)nc3sc4c(c23)CCCC4)cc1	0	7

(continued)
SMILES	IDE act	IDE inh
O=C(COc1ccc([N+](=O)[O-])cc1)Nc1nc(-c2ccccn2)cs1	2	9
O=C1C(Cc2ccccc2)Nc2ncnc(N3CCOCC3)c2N1Cc1ccc(Cl)cc1 (stereo unspecified)	5	5
COc1ccc(-c2cc(C(=O)NCC(c3ccco3)N(C)C)c3ccccc3n2)cc1OC (stereo unspecified)	0	-2
COC(=O)[C@]1(Cc2ccccc2)N[C@H](CN(C)S(=O)(=O)c2ccc(F)cc2)[C@@H]2C(=O)N(C)C(=O)[C@@H]21	2	7
COc1ccc(Cl)cc1C(=O)NNC(=O)CNC(=O)c1ccc(C)s1	-1	1
C[C@@H]1CCC[C@]2(O[C@@H](CCO)C[C@@H](O)[C@@H]2O)O1	2	-1
COc1ccc(C(=O)Nc2cc(S(=O)(=O)N3CCCCC3)ccc2OC)cc1	2	-2
Nc1nonc1-n1nnc(C(=O)N/N=C/c2ccccc2F)c1CN1CCOCC1	3	0
O=C(COc1ccc2ccc(=O)oc2c1)Nc1ccc(N2CCCCC2)cc1	1	0
O=C(c1cc2c(s1)CCCC2)N1CCN(CCO)CC1	2	-1
C[C@H](CO)N1C[C@H](C)[C@@H](CN(C)C)Oc2c(NC(=O)c3ccncc3)cccc2C1=O	3	-6
COc1ccc(-c2nnc(SC(C)C(=O)NC3CC3)o2)cc1 (stereo unspecified)	5	-2
O=C(c1ccco1)N1CCN(c2ccc(N3CCCCC3)nn2)CC1	-3	6
NS(=O)(=O)c1cccc(NC(=O)CSc2nnc3n2CCCCC3)c1	-3	5
O=C(CN1C(=O)NC2(CCCCC2)C1=O)Nc1ccc(N2CCCCC2)cc1	1	4
COc1ccc(C2=CC(=O)C[C@H](c3ccc(OC)c(OC)c3)C2)cn1	0	-3
Cc1noc(C)c1S(=O)(=O)N1CCCN(C(=O)/C=C/c2ccccc2F)CC1	12	-2
COc1ccc(S(=O)(=O)N(C)C[C@H]2Oc3ccc(NC(=O)Cn4cnnn4)cc3C(=O)N([C@H](C)CO)C[C@@H]2C)cc1	0	8
C=CC[C@H](CC(=O)NCCO)C(=O)N[C@H](COC(=O)[C@@H](CC=C)Cc1ccc(F)cc1)Cc1ccccc1	8	-4
O=C(c1cc(Cl)nc2ccccc12)N1CCN(S(=O)(=O)c2cccc(F)c2)CC1	2	-1
CCOC(=O)C1CCCN(S(=O)(=O)NC[C@H]2O[C@@H](n3cnc4c(N)ncnc43)[C@H](O)[C@@H]2O)C1 (stereo partly specified)	-5	-2
COC(=O)[C@H]1[C@H]2C[C@@H]3c4[nH]c5cc(OC)ccc5c4CCN3C[C@H]2C[C@@H](OC(=O)c2cc(OC)c(OC)c(OC)c2)[C@@H]1OC	3	5
N#CC1(NC(=O)COc2cccnc2[N+](=O)[O-])CCCCC1	1	-3
COc1cccc(NC(=O)CN(C)C(=O)CCNC(=O)c2ccc(Br)cc2)c1	3	-5
COc1ccc(NC(=O)COC(=O)c2ccccc2SCC(=O)N2CCCC2)cc1	1	4
COc1ccccc1NS(=O)(=O)c1cccc(C(=O)NCC(c2ccco2)N2CCCC2)c1 (stereo unspecified)	3	-2
CCOc1ccc(S(=O)(=O)N2CCN(C(=O)c3cc4ccccc4o3)CC2)cc1	4	9
COc1ccc(CC(=O)OCC(=O)NNC(=O)c2ccccc2)cc1	5	-6
O=C(COc1ccc(C(=O)c2ccc(F)cc2)cc1)Nc1cccc(S(=O)(=O)N2CCOCC2)c1	-7	-2
Nc1ncnc2c1ncn2[C@@H]1O[C@H](CNCc2ccccc2)[C@@H](O)[C@H]1O	2	-1
CC(C)N(Cc1nc2ccccc2c(=O)[nH]1)C(=O)c1ccc(NC(=O)CSc2nnnn2C)cc1	2	1
Cc1ccc(-n2nnnc2SCC(=O)c2c(N)n(C3CC3)c(=O)[nH]c2=O)cc1	-3	2
CC(C)(Oc1ccc(C2CC2(Cl)Cl)cc1)C(=O)O (stereo unspecified)	-1	-2
CC1CN(S(=O)(=O)c2cc(C(=O)NCc3ccncc3)ccc2Cl)CC(C)O1 (stereo unspecified)	-3	0
CC(C)C[C@H]1CN=C(Nc2ccccc2)N1CCc1ccc(F)cc1	0	0
COc1ccc(C(=O)N(C)C2(C)CCS(=O)(=O)C2)cc1OC (stereo unspecified)	3	2
O=C(NCC(c1ccc(F)cc1)N1CCOCC1)c1cccnc1Sc1ccccc1 (stereo unspecified)	2	-1
CN(C)S(=O)(=O)c1cccc(NC(=O)/C=C/c2ccc(S(=O)(=O)N3CCOCC3)cc2)c1	1	2
CC(C)Oc1ccc(S(=O)(=O)N2CCOCC2)cc1NC(=O)C1COc2ccccc2O1 (stereo unspecified)	4	-5
OCc1ccc2c(c1)c(-c1ccc3c(c1)OCCO3)c(-c1ccccc1)n2-c1ccccc1	4	1
CC(=O)NCc1ccc(C(=O)COC(=O)COc2ccc(Cl)c(C)c2)s1	1	1
CC(C)OCc1ccc(C(=O)N2CCN(CC(=O)N3CCCC3)CC2)cc1	0	3
O=C(Cn1cc(C(F)(F)F)ccc1=O)N1CCc2ccccc21	3	0

Some of the entries so far, field by field:
SMILES: O=C(NCC(c1ccc(F)cc1)N1CCOCC1)c1cccnc1Sc1ccccc1 (stereo unspecified)
- IDE act: 2
- IDE inh: -1

SMILES: CN(C)S(=O)(=O)c1cccc(NC(=O)/C=C/c2ccc(S(=O)(=O)N3CCOCC3)cc2)c1
- IDE act: 1
- IDE inh: 2

SMILES: CC(C)Oc1ccc(S(=O)(=O)N2CCOCC2)cc1NC(=O)C1COc2ccccc2O1 (stereo unspecified)
- IDE act: 4
- IDE inh: -5

An excerpt; rates above refer to the full screens.
